Assay outcomes as filed in PubChem BioAssay.
All columns: NCI-60 one-dose screen, growth in % after 48 h at 10 µM unless noted; 100 = growth as untreated, 0 = no growth, -100 = all killed.
TK-10: TK-10 renal cancer cells | hit rate 3.9% among 81,000 | AID 1794769
A498: A498 renal cancer cells; hit rate 5.4% among 76,000; AID 1794774
RXF 393: RXF 393 renal cancer cells | hit rate 6.9% among 77,000 | AID 1794773
786-0: 786-0 renal cancer cells | hit rate 5.1% among 81,000 | AID 1794775
CAKI-1: CAKI-1 renal cancer; hit rate 4.7% among 75,000
ACHN: ACHN renal cancer | AID 1794771 | hit rate 4.9% among 81,000
DU-145: DU-145 prostate cancer; hit rate 4.2% among 81,000
SN12C: SN12C renal cancer cells. hit rate 3.8% among 81,000. AID 1794767
UO-31: UO-31 renal cancer | AID 1794768 | hit rate 5.2% among 81,000
Active calls of the source: *; / = not tested or not shown; & = joins results of further samples; ! = not active in a repeat. How the source made its calls: active means growth percent below 10; inactive means the rest.

canonical_smiles	ACHN	A498	SN12C	RXF 393	TK-10	786-0	UO-31	DU-145	CAKI-1
COc1ccc(S(=O)(=O)NCCNc2nccc(-c3c(-c4ccc(F)cc4)nc4sccn34)n2)cc1OC	48	88	63	85	94	79	60	68	65
COc1cc(-c2n/c(=C\c3c(O)[nH]c4ccc(Cl)cc34)cc3c2=Nc2ccccc2-3)cc(OC)c1OC	-45*	52	-27*	-70*	-7.1*	-37*	-54*	-15*	13
O=C1c2cccnc2C(=O)c2c1c(C(=O)OCCCN1CCCCC1)c1ccccn21	-55*	11	-58*	-64*	-11*	-63*	-19*	-87*	-24*
Cc1nc2ccc(Br)cn2c1-c1nnc(SCc2ccc(Br)cc2)o1	97	105	97	91	132	85	84	118	85
NC1CCCc2ccccc21 (stereo not given)	92	129	105	108	107	109	58	114	101
Nc1n[nH]c2cccc(C#Cc3cccc(NC(=O)c4cc(C(F)(F)F)cc(C(F)(F)F)c4)c3)c12	106	117	108	150	114	114	122	108	/
Cc1ccc2nc(COc3ccc(C(=O)N/N=C/c4ccc(N(C)C)cc4)cc3)[nH]c2c1	90	128	67	33	134	79	76	77	87
CCCCCn1ncc(-c2c(O)c(O)cc3c(O)c(-c4c(C)cc5c(-c6cnn(CCCCC)n6)c(O)c(O)cc5c4O)c(C)cc23)n1	6.6*	53	19	-4.7*	10	-10*	-50*	23	/
CCCS(=O)(=O)Nc1ccc(C(=O)CC2(O)C(=O)Nc3ccc(F)cc32)cc1 (stereo not given)	98	98	101	121	117	105	83	108	92
NC(=O)c1[nH]cnc1/N=N/N(CCO)CCO	106	96	93	104	77	97	76	79	45
Cc1cnc(C)c2ccccc12	110	136	115	119	121	99	94	120	99
CC(=O)OC[C@H]1O[C@@H](OCc2cn(CC(=O)O[C@@H]3C[C@]4(C)[C@H]5CC[C@@H]6[C@H]7[C@H](C(C)C)CC[C@]7(C(=O)O)CC[C@@]6(C)[C@]5(C)CC[C@H]4C(C)(C)C3=O)nn2)[C@H](OC(C)=O)[C@@H](OC(C)=O)[C@@H]1OC(C)=O	87	86	81	110	104	88	82	92	103
Cn1cc(-c2csc(-c3cn(CCOC(N)=O)c4ccccc34)n2)c2cccnc21	97	19	88	91	83	87	80	103	88
O=C(Cn1ccnc1)Nc1ccccn1	104	76	101	114	113	111	96	105	/
COc1ccc(-c2n/c(=C\c3c(O)[nH]c4ccccc34)cc3c2=Nc2ccccc2-3)cc1	99	56	92	45	97	-31*	58	19	72
c1ccc(CCn2nnc3c(Nc4ccc(N5CCOCC5)cc4)ncnc32)cc1	104	78	92	/	121	87	87	105	86
Cc1[nH]c(/C=C/C(=O)c2ccc(C(F)(F)F)c(F)c2)c(C)c1C(=O)NC1CCCCC1	103&105	103	101&98	102&112	118&111	103&106	79&82	108&106	93&92
COc1ccc(C(Cc2ccccc2)NCCN2CCOCC2)cc1 (stereo not given)	106	101	100	104	95	89	84	110	99
O=C(O)c1ccc(-n2cc(CNc3ccc(Br)cc3)c(-c3ccc(C(F)(F)F)cc3)n2)cc1	76	97	88	92	108	111	67	91	72
O=S(=O)(NCl)c1ccccc1	105	98	106	109	96	96	83	106	95
COc1ccc(C(=O)/C=C/c2ccc(OCc3ccccc3)c(OC)c2)cc1OC	38&80	102	1.8*!	24&75	63&48	36&88	31&44	7.3*!	39&56
COC(=O)c1c(Nc2ccc(OC)cc2)n[nH]c1N	94	87	99	111	87	96	98	118	112
CCCCCCCCCCC(O)CCCCCCCCCC	109	108	106	104	124	106	91	110	95
COc1ccc(-c2c(NC(C)=O)noc2-c2cc(OC)c3c(c2OC)OCO3)cc1	100	105	102	90	102	95	91	108	99
COc1cccc2nc(Nc3ccc(F)c(NC(=O)c4ccc(CN5CCN(C)CC5)c(C(F)(F)F)c4)c3)ccc12	0.7*	77	27	-27*	50	-66*	5.1*	6.6*	-2.4*
C#CCN1C(=O)CN(/N=C/c2ccc([N+](=O)[O-])o2)C1=O	107	/	94	107	109	100	86	110	97
COc1cc2[nH]c(=O)c3c4cccnc4cn3c2cc1OC	97	94	101	91	88	101	109	105	73
CN1CCN(Cc2ccc(NC(=O)c3cncc(C#Cc4cncn5ccnc45)c3)cc2C(F)(F)F)CC1	38	/	31	90	94	88	44	86	89
O=c1c2sc3ncccc3c2ncn1-c1cccc(Cl)c1	105	112	106	102	126	104	89	111	97
NN1C(=O)c2cnn(-c3ccccc3)c2N2CC(=O)CNN=C12	100	96	96	105	104	107	83	109	95
CN(C)CCOc1ccccc1Cc1ccc(Cl)cc1Cl	91	84	89	73	96	91	64	100	84
O=C(Nc1ccc(Br)cc1)c1cc(Br)c(O)c(Br)c1O	101	111	98	112	120	97	78	102	101
CCOP(=O)(OCC)/C(C#N)=C/c1cc(OC)ccc1OC	102	116	100	100	108	94	73	107	92
c1ccc(C2CCOCO2)cc1 (stereo not given)	104&88	105&109	105&103	108	88	97&100	86&88	107&119	96&95
COC(=O)c1cc(-c2ccc(C)cc2)n(C(=O)CSc2nc3sc(C(N)=O)c(C)c3c(=O)n2Cc2ccccc2)n1	99	-32*	/	106	106	102	87	102	98
COc1cc(NCC(O)CN(CC(C)C)CC(C)C)c2nc(C)ccc2c1 (stereo not given)	89	86	92	/	105	91	67	98	74
CCN(CC)c1ccc(C(=O)O)cc1	107	/	94	107	115	108	112	118	111
COc1ccc(NC(=O)c2c(Nc3ccc(OC)cc3OC)nn3c(C)cc(C)nc23)c(OC)c1	104	101	99	114	91	98	83	113	95
COc1cc(/C=N/n2c(COc3ccccc3)nc3ccccc3c2=O)ccc1O	94	98	90	111	119	94	84	101	100
COC(=O)CNC(=O)[C@H](Cc1ccccc1)NC(=O)[C@@H]1CCCN1C(=O)[C@H](Cc1ccccc1)NC(=O)[C@H](C)NC(=O)OCc1ccccc1	100	98	101	113	99	102	83	87	90
CCCCOc1ccc(NC(=O)CCl)cc1	97	110	75	95	96	109	84	112	96
CCOc1ccc(-n2nc(C(=O)NCc3ccc(OC)c(OC)c3)nc2-c2cc(OC)c(OC)c(OC)c2)cc1	98	98	97	93	88	90	44	107	/
N#Cc1c(-c2cccc(F)c2)cc(-c2ccc(Br)s2)[nH]c1=O	92	/	92	87	108	96	74	90	50
CC(C)N(Cc1ccccc1)c1c(Cl)ssc1=O	102	109	100	75	124	102	/	95	113
COc1ccc(NCC(=O)Nc2ncc(Cc3ccc(Cl)cc3)s2)cc1	44	87	71	84	53	77	40	57	34
CCCCCC(Cl)(CCCC)CCCCC	107	94	103	102	105	98	79	107	105
Cc1ccc(C(=O)C/C(=C/c2ccc(-c3ccc(Cl)cc3)o2)C(=O)NCc2ccccc2Cl)cc1	81	70	79	80	98	84	63	91	79
Cc1ccc(C)c(C(O)(c2cc(C)ccc2C)C2(O)CCCCC2)c1	89	95	97	91	90	91	88	104	80
O=C(CNc1nc(-c2cccc([N+](=O)[O-])c2)cs1)Nc1cccc(Cl)c1	101	93	99	/	149	105	81	112	106
COc1cc(CN(c2ccc(C)cc2)C2OC(=O)c3ccccc32)cc(OC)c1OC (stereo not given)	56	52	50	22	93	29	60	25	49
C/C=C/CNc1ccccc1	97	113	108	125	110	105	72	104	92
C=CCN(CC#N)CC=C	109	112	102	112	103	107	92	112	107
O=C(O)c1cc2n(n1)CC(c1ccccc1)N2 (stereo not given)	104	/	96	97	105	102	89	107	95
CCCCCCN1C(=O)C2CCC(=O)N2C1N(C)C (stereo not given)	106	102	105	109	103	101	88	118	/
O=S(=O)(O)c1ccc(Nc2ccccc2)cc1	100	/	100	89	104	103	84	112	93
CCCCn1cnc(-c2cc(-c3ccc(F)cc3)cc(C(F)(F)F)c2)n1	103	91	96	91	108	101	84	104	91
Nc1cccc(OCCCCCOc2cccc(N)c2)c1	56	93	85	120	95	90	53	69	43
CSc1nnc2sc3cc(C)ccc3n12	97	103	96	104	114	108	74	109	96
Cc1cc2oc(/C=C/c3ccccc3)cc(=O)c2c(C)c1Cl	110	142	99	98	92	93	94	103	85
COc1ccc(C2CC(c3cccc(Nc4nc(Cl)nc5cc(OC)c(OC)cc45)c3)=NN2C=O)cc1 (stereo not given)	100	93	93	98	125	90	79	98	85

Next part
canonical_smiles	ACHN	A498	SN12C	RXF 393	TK-10	786-0	UO-31	DU-145	CAKI-1
O=C(O)CCCCCC1=CCCCC1	92	100	99	108	105	/	/	114	109
O=C1/C(=C/C(Cl)=C/c2ccccc2)SC(=S)N1CCc1ccc(O)cc1	-73*	-0.6*	6.9*	-46*	17	-47*	-84*	16	-16*
CC(c1ccccc1)C(C)(C)O (stereo not given)	105	121	108	120	102	103	91	97	94
NS(=O)(=O)c1ccc(-n2nc(-c3ccc(Cc4ccccc4)cc3)ccc2=O)cc1	94	111	97	110	115	99	81	102	104
CC(C)=CCc1c(O)c(C(=O)CC(C)COC(=O)/C=C/c2ccccc2)c(O)c2c(-c3ccccc3)cc(=O)oc12 (stereo not given)	56	87	82	68	94	92	70	92	82
CCOCCCCC(C)(C)O	105	127	100	115	141	106	95	119	100
COc1ccc(C2=NN(C=O)C(c3ccc(Oc4nc5c(c(=O)n(C)c(=O)n5C)n4C)c(OC)c3)C2)cc1 (stereo not given)	85	85	54	110	104	103	74	61	75
CC(C)C(=O)Nc1ccc(-c2nc(-c3cccc(O)c3)c(-c3ccnc(Br)c3)[nH]2)cc1	64	37	64	-32*	81	13	24	69	45
CC[C@@H](C)/C=C(C)/C=C/C(O)=C1\C(=O)N[C@@H](Cc2ccc(OC(=O)[C@@](OC)(c3ccccc3)C(F)(F)F)cc2)C1=O	103	65	86	109	97	91	71	73	31
CCn1cc(C(=O)O)c(=O)c2cc(F)c(N3CCN(CC(=O)Nc4ccc(S(=O)(=O)Nc5nccc(C)n5)cc4)C(C)C3)c(F)c21 (stereo not given)	102	111	98	99	129	112	83	105	89
CCCC(=O)c1ccc(C)s1	94	108	92	98	121	99	143	106	105
Cc1ccc(C(=O)Nc2nc3c(s2)CN(Cc2ccccc2)CC3)cn1	100	90	90	102	89	85	81	98	65
CN1CCN(C(=O)[C@]2(C)CC[C@]3(C)CC[C@]4(C)C(=CC[C@@H]5[C@@]6(C)C/C(=C/c7ccco7)C(=O)C(C)(C)[C@@H]6CC[C@]54C)[C@@H]3C2)CC1	88	74	81	87	96	72	61	93	79
COc1cc2nc(-c3ccc(Cl)cc3)cc(OCCN3CCC(O)CC3)c2cc1OC	86	/	84	77	86	82	64	83	65
COc1cc(CNC(=O)CCCC/C=C/C(C)C)ccc1C(=O)NN	101	97	99	/	103	103	75	112	86
NNc1ccc(S(N)(=O)=O)cc1	105	/	/	105	/	103	92	121	98
Cc1ccc2oc(=O)cc(-c3sc(N4CCCC4)nc3-c3ccccc3)c2c1	97	104	102	90	112	94	79	100	/
COc1ccc(-n2nc(C(=O)Nc3ccc(CC(=O)O)cc3)nc2-c2ccccc2)c(OC)c1OC	97	103	97	112	97	93	87	105	99
Cc1nn(-c2ccccc2)c(Sc2nnc(Nc3c(C)n(C)n(-c4ccccc4)c3=O)s2)c1C=O	109	126	99	144	143	116	95	110	116
CCOC(=O)c1c(NC(=S)NC)sc2c1CCCC2	96	81	100	97	114	87	67	111	107

An excerpt of these results, with values under each structure:
Second line of a record – ACHN	A498	SN12C	RXF 393	TK-10	786-0	UO-31	DU-145	CAKI-1
> NS(=O)(=O)c1ccc(-n2nc(-c3ccc(Cc4ccccc4)cc3)ccc2=O)cc1
  94	111	97	110	115	99	81	102	104
> CC(C)=CCc1c(O)c(C(=O)CC(C)COC(=O)/C=C/c2ccccc2)c(O)c2c(-c3ccccc3)cc(=O)oc12 (stereo not given)
  56	87	82	68	94	92	70	92	82
> CCOCCCCC(C)(C)O
  105	127	100	115	141	106	95	119	100
> COc1ccc(C2=NN(C=O)C(c3ccc(Oc4nc5c(c(=O)n(C)c(=O)n5C)n4C)c(OC)c3)C2)cc1 (stereo not given)
  85	85	54	110	104	103	74	61	75
> CC(C)C(=O)Nc1ccc(-c2nc(-c3cccc(O)c3)c(-c3ccnc(Br)c3)[nH]2)cc1
  64	37	64	-32*	81	13	24	69	45

Going on with the list.
canonical_smiles	ACHN	A498	SN12C	RXF 393	TK-10	786-0	UO-31	DU-145	CAKI-1
CS(N)(=O)=O	99	119	99	/	/	108	94	117	98
CC(C)C[C@@H]1NC(=O)[C@@H](NC(=O)[C@@H]2CCC(=O)N2)[C@H](C(C)C)c2ccc3c4c([nH]c3c2)-n2cnc(c2)C[C@@H](C(=O)O)NC(=O)[C@@H](CCCN=C(N)N)NC(=O)[C@@H]2CCCN2C(=O)[C@H](C4)NC(=O)[C@H](C(C)C)NC1=O	94	61	104	73	/	89	83	68	119
C#CC(C)OCC1CO1 (stereo not given)	101	111	99	112	117	105	99	118	88
CC1CC(C)/C(=N/NC(N)=O)C(C(O)CC2CCC(=O)NC2=O)C1 (stereo not given)	/	71	19	38	54	25	16	37	35
Cc1onc(-c2c(F)cccc2Cl)c1C(=O)OCc1c(F)cccc1Cl	96	93	106	72	109	96	86	109	80
CCCCN(N=C(c1ccccc1)c1ccccc1)c1ccccc1	103	89	104	98	106	/	93	108	85
Cc1cc2c(cc1C)-n1c(C)cc(=O)n1C(c1ccc3c(c1)OCO3)N2 (stereo not given)	110	113	99	103	112	109	89	112	95
CCOC(=O)C1=C(C)N=C2Sc3cc(OC)ccc3N2C1c1ccccn1 (stereo not given)	91	/	95	/	120	96	72	109	80
